CHO parental Ca: signal in parental CHO cells, OX1R antagonist counter-screen; parental CHO-K1, ATP-induced calcium, Fluo-8 fluorescence; inhibition, % at 5.6 µM; 0.63% of 330,000 active; AID 463079;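 active = inhibition above that plate's mean sample inhibition plus 3 SD, cut at about 26% in these data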;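 note: 0% = ATP-challenged DMSO wells and 100% = DMSO wells without ATP; some compounds past the cut are filed as inactive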
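Test system: parental CHO cells; detection: calcium-sensitive Fluo-8 fluorescence; evaluation: percent inhibition of calcium signal; also added: ATP as calcium-mobilizing challenge; repeats: one well per compound; control set: ATP-challenged DMSO wells low, unchallenged DMSO wells high; compound: single nominal dose of 5.6 µM per compound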
CHO-K1 Ca ag: counter-screen for M1 agonists: effect in parental CHO-K1 cells; Fluo-8 calcium fluorescence; scaled to maximal ATP response, vehicle zero; activation, % at 3 µM; 0.48% of 360,000 active; AID 602248; in the data active = activation above about 15%;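 note: untransfected CHO-K1 host cells lacking M1 receptor as counterscreen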
TAAR1 ag: agonists of human TAAR1; Q96RJ0; CHO RD-HGA16 TAAR1, Fluo-8 calcium fluorescence; vehicle wells 0%, saturating PEA agonist 100%; activation, % at 3 µM; 0.99% of 360,000 active; AID 624467;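 active = activation above the mean activation of all test compounds in the run plus 3 SD, cut at about 38% in these data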
Target sequence (Q96RJ0 whole entry, looked up): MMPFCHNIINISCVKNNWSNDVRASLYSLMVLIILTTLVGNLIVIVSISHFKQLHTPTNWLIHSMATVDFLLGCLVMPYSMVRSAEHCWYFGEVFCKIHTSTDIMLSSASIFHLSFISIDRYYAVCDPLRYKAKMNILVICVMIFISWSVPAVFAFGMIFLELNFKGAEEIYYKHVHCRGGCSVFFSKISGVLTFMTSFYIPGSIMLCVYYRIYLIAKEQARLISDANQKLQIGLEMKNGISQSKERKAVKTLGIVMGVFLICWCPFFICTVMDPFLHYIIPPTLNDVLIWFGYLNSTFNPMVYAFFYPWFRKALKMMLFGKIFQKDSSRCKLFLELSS
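System: CHO-derived RD-HGA16 cells with stable Gα16 and human TAAR1. Times: 17-24 h plating, Fluo-8 75 min 37 °C, 30 min RT. Measured by: calcium-sensitive Fluo-8 signal, excitation 470-495, emission 515-575 nm. Read-out basis: % activation relative to PEA EC100 response. Control set: DMSO and PEA EC100. Repeats: no replicates (n 1).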
CHRM1 PAM: positive allosteric modulators of human M1 muscarinic receptor | P11229 | CHO-K1 hM1, Fluo-8 calcium fluorescence, ACh EC20; 0% = ACh EC20, 100% = maximal ACh | activation, % at 3 µM | 0.088% of 360,000 active; in the data active = activation above about 19%, passing the limit was not always enough
Target sequence (P11229 whole entry, looked up): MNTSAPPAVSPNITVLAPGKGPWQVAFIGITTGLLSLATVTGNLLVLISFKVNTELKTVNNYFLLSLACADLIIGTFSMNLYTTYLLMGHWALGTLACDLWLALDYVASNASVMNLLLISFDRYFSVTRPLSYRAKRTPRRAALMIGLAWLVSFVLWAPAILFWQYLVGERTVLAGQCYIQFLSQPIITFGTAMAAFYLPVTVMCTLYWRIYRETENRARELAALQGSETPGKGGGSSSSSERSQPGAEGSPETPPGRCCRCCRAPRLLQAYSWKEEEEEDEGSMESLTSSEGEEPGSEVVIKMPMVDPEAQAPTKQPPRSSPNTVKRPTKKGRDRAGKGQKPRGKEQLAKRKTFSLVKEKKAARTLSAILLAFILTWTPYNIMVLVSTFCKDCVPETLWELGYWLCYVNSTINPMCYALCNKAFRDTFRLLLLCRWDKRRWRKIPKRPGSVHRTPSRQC
CHRM1 agonist: human M1 muscarinic receptor agonism; activation, % at 3 µM; 0.33% of 360,000 active; P11229; CHO-K1 hM1, Fluo-8 calcium fluorescence, agonist mode; 0% DMSO, 100% acetylcholine EC100;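 active = activation above the run's mean compound activation plus 3 SD, cut at about 16% in these data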;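 note: peak over basal fluorescence ratio within a 140 s kinetic read after compound addition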
M1 PAM parental: M1 PAM counterscreen hit in parental CHO-K1 cells. ATP EC20, Fluo-8 calcium fluorescence; 0% at ATP EC20, 100% at ATP max. activation, % at 3 µM. 0.02% of 360,000 active;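 active = activation above the run cutoff, the mean activation of all test compounds plus 3 SD, cut at about 40% in these data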;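 note: peak over basal fluorescence ratio in a 140 s read after ATP addition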
CHO-K1 Ca antag: nonselective inhibitor or artifact in parental CHO-K1 cells; 0.6% of 360,000 active; ATP-induced calcium, Fluo-8 fluorescence; inhibition, % at 3 µM;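 active = inhibition above a per-plate cutoff, the plate's mean sample inhibition plus 3 SD, cut at about 24% in these data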;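 note: 0% = DMSO plus EC80 ATP and 100% = DMSO alone without ATP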
M1 antag: human CHRM1 antagonism. 1.3% of 360,000 active. P11229. inhibition, % at 3 µM. CHO-K1 hM1, Fluo-8 calcium fluorescence, ACh EC80 antagonist. AID 588852;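 active = percent inhibition above its own plate's cutoff, namely the mean of that plate's compound wells plus 3 SD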;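 note: peak over basal fluorescence ratio during 140 s after agonist addition; 0% = ACh EC80 plus DMSO and 100% = DMSO alone without agonist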
TAAR1 antag: human TAAR1 antagonism; Q96RJ0; CHO RD-HGA16 TAAR1, Fluo-8 calcium fluorescence, antagonist; inhibition, % at 3 µM; 1.5% of 360,000 active; AID 624466;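 active = inhibition above a per-plate cutoff, the mean inhibition of test compounds on that plate plus 3 SD, cut at about 49% in these data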;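 note: 0% = DMSO plus EC80 beta-PEA response and 100% = DMSO alone without agonist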
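Assay system: CHO-derived RD-HGA16 cells stably expressing human TAAR1 plus Gα16. Timing: 140 s kinetic read after compound, 140 s after agonist. Technique: kinetic Fluo-8 calcium fluorescence measurement. Measure: % inhibition of agonist calcium response.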
Starred values were filed as active, the others as inactive; · = not tested or not shown.

SMILES	CHO parental Ca	CHO-K1 Ca ag	TAAR1 ag	CHRM1 PAM	CHRM1 agonist	M1 PAM parental	CHO-K1 Ca antag	M1 antag	TAAR1 antag
CCc1ccc(OC(C)C(=O)Nc2ccc(S(=O)(=O)Nc3cc(C)on3)cc2)cc1 (stereo not given)	0	1.8	7	-5	-1	-15	6	13	1
COCCn1c(=NC(=O)c2ccco2)sc2cc(C(=O)OC)ccc21	-1	0.5	2	2	-6	25	-5	-9	-24
CCOc1cc(N2CCOCC2)c(OCC)cc1NC(=O)CC12CC3CC(CC(C3)C1)C2	-28	-0.1	10	3	-6	11	-4	-10	-5
CC(=O)Nc1ccc(NC(=O)c2ccccc2CC[N+](=O)[O-])cc1	-2	0.2	3	4	-2	8	-4	-21	4
COc1cccc(CNC(=O)c2cc(S(=O)(=O)N3CCCCC3)ccc2C)c1	·	2.3	2	-2	-4	9	-8	-6	-11
CCCCCCN1C[C@@H](O)[C@H](n2cc(-c3ccc(F)cc3)nn2)C[C@@H]1c1ccccc1	·	0.1	3	8	-3	14	-18	-15	-14
CC(C)(C)c1ccc(C(=O)N2CCN(CCNC(=O)C(=O)NCc3ccc(Cl)cc3)CC2)cc1	-11	2.2	·	15	3	16	-18	-18	·
CC(C)(CO)NCc1c(OCc2ccc(Cl)cc2)ccc2ccccc12	1	3.8	10	3	-4	1	-3	-3	-5
CC(=O)NC(c1ccc2ccccc2c1)c1ccc2cccnc2c1O (stereo not given)	-14	1.3	3	13	0	19	-17	-26	-2
CCc1cccc(CC)c1N1C(=O)CSCC1=O	·	-0.5	2	16	8	-13	-2	-10	-2
COCCN(C(=S)Nc1cc(C)ccc1C)C(C)c1cccnc1 (stereo not given)	-5	0.1	4	9	-4	11	1	-9	-9
COc1cccc(C2/C(=C(/O)c3ccc4c(c3)CC(C)O4)C(=O)C(=O)N2c2nnc(C)s2)c1 (stereo not given)	-2	0.4	-1	7	-1	9	-10	-9	-19
COc1cc(C2C(C#N)=C(N)OC3=C2C(=O)CCC3)ccc1OC(=O)N1CCOCC1 (stereo not given)	-8	0.7	2	0	-1	11	-10	-2	6
CC(C)(C)NC(=O)c1cc(C(C)(C)C)c(O)c(C(C)(C)C)c1	-1	-0.4	15	-2	-8	4	-5	-8	3
COCc1c(C#N)c(NCc2cc(OC)c(OC)c(OC)c2)nc(C)c1[N+](=O)[O-]	6	12	9	-11	1	-3	1	12	-13
CCOC(=O)c1c(NC(=O)CSc2nccc(=O)[nH]2)sc(C)c1C	-12	0.1	2	17	4	7	-11	-24	-11
COc1ccccc1NC(=O)C1CC(O)CN1C(=O)Oc1ccccc1 (stereo not given)	-6	0.9	8	11	-1	9	-13	-22	-1
CCCCc1ccc(NC(=O)CSC2=C(C#N)C(c3ccco3)C3=C(CCCC3=O)N2)cc1 (stereo not given)	-16	0.7	15	-1	-4	16	-2	-17	17
CCCn1c(O)c(N=N)c2ccccc21	-11	0.5	2	2	-3	4	-19	14	-16
CCN(CCNC(=O)C1CCCN(c2ncnc3c2nc2n3CCCCC2)C1)Cc1ccccc1 (stereo not given)	-13	0.8	-1	3	-6	-4	-6	-3	-9
N#CC1=C(c2ccc(-c3ccccc3)cc2)COC1=O	-9	-0.2	2	-2	-1	-11	8	-2	4
COc1cc(CCC(=O)OCC(N)=O)cc(OC)c1OC	-4	-0.5	0	10	-1	0	-5	-7	-15
COC(=O)CC1SC(=O)NC1=Nc1ccc(O)cc1 (stereo not given)	-11	0.3	11	4	-3	9	-10	-4	-7
CC/C(=N/Nc1ccccc1C)c1cnnc(SC)n1	-22	12	5	5	-5	26	2	-3	-19
COc1ccccc1NC(=O)c1oc2ccccc2c1NC(=O)c1ccco1	-25	0.0	6	1	-5	15	-16	-11	23
O=S(=O)(N1CCOCC1)N1CCOCC1	-5	0.3	1	12	-4	5	1	-16	1
COc1cccc(CN2CCN(Cc3cccc(Oc4ccccc4)c3)CC2)c1OC	-24	0.4	15	9	-6	-9	8	-9	-16
CCO[C@H]1OC(C(=O)N2CCN(C)CC2)=C[C@@H](c2ccc3c(c2)OCO3)[C@@H]1CCCO	-3	0.7	10	13	2	22	-14	-19	-16
COc1ccccc1-n1c(CNC(=O)c2cccs2)n[nH]c1=S	10	0.4	9	11	-7	20	-1	-6	-8
Nc1ccn(CCCN2CCN(C(=O)C3CC3)CC2)c(=O)n1	·	0.1	1	4	-2	-1	1	-12	-9
O=C(CN1CCN(c2ccccc2)CC1)Nc1cccc(C(F)(F)F)c1	-14	-0.1	12	-1	3	-15	0	-21	1
O=C(CCn1c(=O)[nH]c2ccccc2c1=O)N1CCN(c2ccc(Cl)cc2)CC1	-8	0.6	9	5	-2	11	-9	-8	-10
O=C(N/N=C/c1cccc(O)c1)c1ccc(COc2ccc3c(c2)CCC3)o1	-21	-0.1	3	7	-1	12	-11	-5	27
COc1ccc(CN2C(=O)c3ccccc3C(/C=N\OCc3ccc(F)cc3)C2=O)cc1 (stereo not given)	-3	0.3	10	-6	-2	0	-8	12	21
CCN(CC)CCNC(=O)C1c2cc(OC)c(OC)cc2C(=O)N2CCc3ccccc3C12 (stereo not given)	-8	-0.4	0	7	-3	-2	7	-13	11
Cc1onc(-c2ccccc2Cl)c1C(=O)Nc1ccc2c(c1)OCO2	-13	0.2	6	6	-5	13	-7	-8	-11
NS(=O)(=O)c1cccc(NC(=O)COC(=O)CCC2CCCC2)c1	-12	-0.4	4	-5	5	3	-4	5	-4
COCC(=O)Nc1nc(-c2ccc(-c3ccccc3)cc2)cs1	-3	5.9	3	-2	1	5	7	10	13
CCOc1ccc(CCNC(=O)Nc2ccccc2C)cc1OCC	-5	0.9	3	2	2	-13	-8	1	-12
COc1ccc(Cl)cc1NS(=O)(=O)c1cccc(C(=O)NCCCN2CCOCC2)c1	·	0.6	2	16	11	-14	18	13	-6
CCOc1cc(CN2CCCC(N3CCN(c4ccc(F)cc4)CC3)C2)ccc1OC (stereo not given)	-13	-0.1	1	2	-8	9	-1	-2	1
Cc1ccc(NC(=O)CN2C(=O)N/C(=C\c3ccco3)C2=O)cc1	-5	-0.1	5	3	-3	1	-2	-9	7
COc1ccc(-c2noc(CSc3ccccc3)n2)cc1OC	-21	0.6	5	-2	-2	8	4	10	-6
COc1ccc(-c2cc(C(=O)Nc3c(Cl)cc(Cl)cc3Cl)c3ccccc3n2)cc1OC	-24	0.2	0	5	-6	2	-11	-1	-1
COc1ccccc1N1Cc2ccccc2C1	-8	0.2	1	5	-2	15	-12	-4	-7
N/C(=N\OC(=O)CCCOc1ccccc1)c1ccc([N+](=O)[O-])cc1	1	14	6	13	-8	18	2	-6	8
COc1ccc(NC(=O)c2ccc(NC(=O)c3cccs3)cc2)cc1	-7	0.1	8	15	-1	12	-8	-17	10
O=C(O)C1Nc2ccc(Br)cc2C2C=CCC12 (stereo not given)	1	0.6	·	12	0	19	-7	-19	·
COc1cc(F)ccc1-c1csc(C(O)(c2ccccc2)C(F)(F)F)n1 (stereo not given)	·	0.2	-1	-12	-8	8	-12	1	8
Cc1ccc([N+](=O)[O-])cc1NC(=O)C1CCN(S(C)(=O)=O)CC1	-1	0.9	4	14	-3	21	0	-8	-15
CSc1nc2ccc(NS(=O)(=O)c3c(Cl)cccc3Cl)cc2s1	-3	-0.2	14	1	-7	-5	0	-3	17
O=C(c1ccc(-c2ccccc2)cc1)N1CCCC1	-8	0.3	3	3	-2	19	-12	-13	-6
O=c1c2ccccc2[nH]c2ccc(O)cc12	7	1.6	0	12	-8	26	-18	-13	-16
Cc1ccc(NC(=O)C(C)c2cccc(C(=O)c3ccccc3)c2)cc1 (stereo not given)	-21	3.5	8	-16	-1	-13	2	28*	20
COc1ccc(-c2ccc(-c3cc(=O)oc4cc(OC)c(OC)c(OC)c34)cc2)cc1	-19	0.0	1	17	7	0	-3	-3	13
CCN(C(=O)CN1C(=O)NC2(CCc3ccccc32)C1=O)C1CCCCC1 (stereo not given)	-4	0.6	3	6	-1	-3	-18	6	-21

Among those listed so far, these have four or more nitrogen atoms:
SMILES	CHO parental Ca	CHO-K1 Ca ag	TAAR1 ag	CHRM1 PAM	CHRM1 agonist	M1 PAM parental	CHO-K1 Ca antag	M1 antag	TAAR1 antag
CCCCCCN1C[C@@H](O)[C@H](n2cc(-c3ccc(F)cc3)nn2)C[C@@H]1c1ccccc1	·	0.1	3	8	-3	14	-18	-15	-14
CC(C)(C)c1ccc(C(=O)N2CCN(CCNC(=O)C(=O)NCc3ccc(Cl)cc3)CC2)cc1	-11	2.2	·	15	3	16	-18	-18	·
COCc1c(C#N)c(NCc2cc(OC)c(OC)c(OC)c2)nc(C)c1[N+](=O)[O-]	6	12	9	-11	1	-3	1	12	-13
CCN(CCNC(=O)C1CCCN(c2ncnc3c2nc2n3CCCCC2)C1)Cc1ccccc1 (stereo not given)	-13	0.8	-1	3	-6	-4	-6	-3	-9
CC/C(=N/Nc1ccccc1C)c1cnnc(SC)n1	-22	12	5	5	-5	26	2	-3	-19
COc1ccccc1-n1c(CNC(=O)c2cccs2)n[nH]c1=S	10	0.4	9	11	-7	20	-1	-6	-8
Nc1ccn(CCCN2CCN(C(=O)C3CC3)CC2)c(=O)n1	·	0.1	1	4	-2	-1	1	-12	-9
O=C(CCn1c(=O)[nH]c2ccccc2c1=O)N1CCN(c2ccc(Cl)cc2)CC1	-8	0.6	9	5	-2	11	-9	-8	-10

Screening data deposited in PubChem by The Scripps Research Institute Molecular Screening Center.
